Rad51 HR inh: human RAD51 strand exchange inhibitors, primary screen, biochemical, fluorescence. DNA repair protein RAD51 homolog 1 (Homo sapiens), Q06609. hRad51 DNA strand exchange, fluorescence dequenching. inhibition, % at 10 µM. actives 0.085% (n = 200,000). AID 1385, 2008;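 active means inhibition above 40% at the single screening dose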;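 further: 0% = DMSO control wells and 100% = blanks with heterologous ssDNA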
Target sequence (Q06609 whole entry, looked up): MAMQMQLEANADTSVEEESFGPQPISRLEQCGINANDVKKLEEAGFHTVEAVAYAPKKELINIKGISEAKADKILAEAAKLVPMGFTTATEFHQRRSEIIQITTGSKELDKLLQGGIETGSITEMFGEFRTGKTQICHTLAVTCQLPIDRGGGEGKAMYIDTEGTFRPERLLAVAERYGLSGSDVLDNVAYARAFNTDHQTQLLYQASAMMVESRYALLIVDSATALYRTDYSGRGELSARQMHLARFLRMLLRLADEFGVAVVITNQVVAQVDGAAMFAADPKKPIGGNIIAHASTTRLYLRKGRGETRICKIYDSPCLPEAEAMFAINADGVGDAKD
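Read-out basis: percent inhibition relative to plate controls and blanks / Assay system: human Rad51 nucleoprotein filaments preassembled on unlabelled ssDNA / Timing: filaments 15 min 37 °C, then compound 30 min / Control set: per-plate controls and blanks / Technique: fluorescence dequenching at 485/520 nm / Compound: 10 µM final, single point / Also added: Fluorescein- and BHQ1-tagged 47-mer duplex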
L929 necroptosis: inhibitors of zVAD-triggered necroptosis, primary screen, L929 cells | viability rescue, % at 10 µM | L929 zVAD necroptosis rescue, ATP luminescence, 24 h; with zVAD 60 µM | actives 0.38% (n = 220,000);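 active means activation, scaled between plate controls, above about 75%, limit read from the data; inactive means activation under that limit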;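 further: 0% = zVAD with DMSO and 100% = DMSO alone without zVAD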
EP2 antag: human EP2 receptor antagonists, primary screen, TR-FRET cAMP, C6 glioma cells. Prostaglandin E2 receptor EP2 subtype (Homo sapiens), P43116. C6 glioma cells expressing human EP2; cells stimulated with saturating PGE2. inhibition, % at 25 µM. actives 0.52% (n = 260,000). AID 1422, 2008;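 active means percent inhibition above 40 after rounding to a whole number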;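 further: rat C6 glioma host cells with rolipram phosphodiesterase inhibitor present; the protocol text gives 20 µM as final concentration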
eIF4E-4G inh: eIF4E–eIF4G protein interaction inhibitors, primary screen, biochemical, uHTS, TR-FRET, eIF4GI fragment; Eukaryotic translation initiation factor 4E (Mus musculus) + Eukaryotic translation …; TR-FRET eIF4E-eIF4GI(517-606) binding, 2 h; inhibition, % at 21.7 µM; actives 0.37% (n = 220,000); AID 782, 2007;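 active means inhibition above about 30%, limit read from the data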;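 further: 0% = full FRET control wells and 100% = background wells lacking eIF4GI fragment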
Calpain2 inh: inhibitors of pig calpain II, primary screen, biochemical, fluorogenic peptide substrate, 1536-well; inhibition, % at 16 µM; purified calpain II, 30 min; actives 0.37% (n = 220,000);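 active means inhibition above about 50%, limit read from the data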
Tb hexokinase: Trypanosoma brucei hexokinase 1 inhibitors, primary screen, biochemical, G6PDH-coupled NADH absorbance, MLSCN library. recombinant TbHK1, G6PDH-coupled NADH A340. actives 0.11% (n = 220,000). AID 1430, 2008. inhibition, % at 10 µM;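 active means inhibition of 50% or more in the single-dose primary screen; inactive means inhibition below 50%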
EP2 mod: EP2 receptor modulators, cAMP readout, primary screen, cell-based, HTRF cAMP, PGE2 stimulation. EP2-expressing cells, cAMP HTRF FRET, PGE2 co-stimulation. induction, % at 25 µM. Prostaglandin E2 receptor EP2 subtype (Homo sapiens), P43116. actives 0.83% (n = 260,000);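 active means compounds whose cAMP rise, as percent of the full-agonist control response, exceeds 60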;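 further: rat C6 glioma line stably carrying human EP2 under a CMV promoter; the protocol text gives 20 µM as final concentration; 100% = response of wells given 1 µM PGE2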
14-3-3 Bad PPI: inhibitors of 14-3-3 zeta/Bad binding, primary screen, biochemical, TR-FRET, bovine 14-3-3 zeta; 14-3-3 protein zeta/delta (Bos taurus), P63103; TR-FRET 14-3-3zeta/Dy647-pBad peptide displacement, 1 h; inhibition, % at 21.7 µM; actives 0.71% (n = 220,000);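 active means inhibition above about 70%, limit read from the data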;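 further: 0% = full 14-3-3 plus peptide FRET controls and 100% = background without 14-3-3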
Target sequence (P63103 whole entry, looked up): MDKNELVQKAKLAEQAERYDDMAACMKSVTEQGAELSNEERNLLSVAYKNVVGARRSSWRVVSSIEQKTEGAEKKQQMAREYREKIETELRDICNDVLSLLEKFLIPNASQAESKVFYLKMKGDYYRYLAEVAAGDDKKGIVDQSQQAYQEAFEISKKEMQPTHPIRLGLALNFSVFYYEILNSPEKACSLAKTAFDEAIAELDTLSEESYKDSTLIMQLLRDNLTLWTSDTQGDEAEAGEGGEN
Hck-Nef inh: inhibitors of Nef-activated human Hck kinase, primary screen, biochemical, Z-Lyte FRET, 384-well, Hck-YEEI | Recombinant Hck-YEEI plus Nef, Z-Lyte FRET kinase assay | actives 0.68% (n = 220,000) | AID 463187, 2010 | Tyrosine-protein kinase HCK (Homo sapiens), P08631 | inhibition, % at 20 µM;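 active means Hck-Nef kinase inhibition above about 50%, limit read from the data; inactive means inhibition below that limit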;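 further: 0% = DMSO with Hck plus Nef and 100% = Hck alone without Nef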
Target sequence (P08631 whole entry, looked up): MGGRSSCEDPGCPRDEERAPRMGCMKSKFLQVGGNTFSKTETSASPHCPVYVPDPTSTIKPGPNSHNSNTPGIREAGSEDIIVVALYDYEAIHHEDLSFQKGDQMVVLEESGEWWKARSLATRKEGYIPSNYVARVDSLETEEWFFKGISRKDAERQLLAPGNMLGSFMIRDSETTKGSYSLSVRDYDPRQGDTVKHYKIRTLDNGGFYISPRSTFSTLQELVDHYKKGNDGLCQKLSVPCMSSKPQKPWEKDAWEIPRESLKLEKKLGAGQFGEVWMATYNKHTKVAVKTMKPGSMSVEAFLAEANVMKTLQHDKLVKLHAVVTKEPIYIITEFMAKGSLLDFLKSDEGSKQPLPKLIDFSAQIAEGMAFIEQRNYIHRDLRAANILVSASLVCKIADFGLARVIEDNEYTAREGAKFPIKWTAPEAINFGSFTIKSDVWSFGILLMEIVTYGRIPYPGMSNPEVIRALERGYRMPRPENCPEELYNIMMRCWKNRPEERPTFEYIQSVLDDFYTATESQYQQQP
* = called active by the depositor; i = inactive; / = no result given; & = joins results of further samples; [ ] = remark or other dose. The list is partial, so the mix of outcomes need not match the whole.

SMILES	Rad51 HR inh	L929 necroptosis	EP2 antag	eIF4E-4G inh	Calpain2 inh	Tb hexokinase	EP2 mod	14-3-3 Bad PPI	Hck-Nef inh
CC(=O)c1c(C)[nH]c(C(=O)OCC(=O)Nc2cc(Cl)ccc2[N+](=O)[O-])c1C	-2	51	10	1	21	-5	4	-8	1
C/C(=N\N=C(/N)c1nonc1N)c1ccc2c(c1)OCO2	-3	-0.7	9	0	18	-41	-8	-2	1
CC1CCc2c(sc(NC(=O)CCCn3cnc([N+](=O)[O-])n3)c2C(N)=O)C1 (stereo not given)	-3	5.6	6	0	1	-7	-19	-7	-32
c1ccc2c(c1)CNC1(CCCCC1)C2	9	0.2	3	1	20	4	4	1	-1
CC1=CC2=NC(=O)/C(=C\c3cccn3CCOc3ccccc3)C(=N)N2O1	3	0.8	6	-3	9	-14	-9	-11	0
CCOC(=O)c1c(O)c2ccccc2n(-c2ccccc2)c1=O	-1	2.1	10	-1	15	5	-16	-2	-6
CCN(C(=O)COc1cccc2cccnc12)C1CCS(=O)(=O)C1 (stereo not given)	-5	0.6	5	-5	-38	-2	9	-7	20
CCC/C(=N/NC(=O)c1ccccc1Cl)c1ccccc1	-24	1.0	4	5	-13	-1	24	-13	5
O=C(/C=C/c1ccco1)N1CCN(S(=O)(=O)c2ccc(F)c(F)c2F)CC1	2	0.0	9	1	-27	-9	-29	15	3
Cc1ccnc(NS(=O)(=O)c2ccc(NC(=O)/C=C/c3ccccc3)cc2)n1	3	0.3	7	0	-10	-20	3	4	19
COc1ccccc1NC(=O)CN(Cc1ccco1)C(=O)c1cccs1	1	0.6	8	-6	-6	-6	-10	11	0
C=CCC1c2cccc(C(=O)O)c2C(=O)N1c1cccc(C)c1 (stereo not given)	9	-0.4	18	-5[fluorescence artefact?]	-29	0	33	-4	0
CCc1cc(=O)oc2cc(OCC(N)=O)c(Cl)cc12	4	0.1	15	6	-141	-20	-18	-11	-2
CCn1c(=O)c(C(=O)NNS(=O)(=O)c2ccc(C)cc2)c(O)c2ccccc21	2	1.9	4&9	-4[fluorescence artefact?]	-74	36	-11&30	-19	0
COc1ccc(NC(=O)CNc2cc(S(=O)(=O)N3CCOCC3)ccc2NCC2CCCO2)cc1 (stereo not given)	6	1.8	13	-5	-36	-1	-22	-11	25
CCOC(=O)Cc1csc(NC(=O)COc2cccc(C)c2)n1	-6	1.6	3	-3	3	2	10	-5	-4
CC(C)CCN1C(=O)c2ccc(C(=O)OCn3nnc4ccccc4c3=O)cc2C1=O	-7	0.3	11	0	12	6	17	2	-1
CCc1ccc(OCCn2cccn2)cc1	17	-0.5	1	-1	9	0	18	4	22
CCc1ccccc1NC(=O)CSc1nc2c(c(-c3ccco3)c1C#N)CCCC2	-8	0.2	20	-16	-29	-11	9	-50	3
CCN(CC)CCn1c(=O)n(-c2ccc(Cl)cc2)c(=O)c2c3c(sc21)CN(C)CC3	-27	-0.2	0	-6	1	-2	-19	1	5

Overlap with the part before: 2 compounds, then new ones.
SMILES	Rad51 HR inh	L929 necroptosis	EP2 antag	eIF4E-4G inh	Calpain2 inh	Tb hexokinase	EP2 mod	14-3-3 Bad PPI	Hck-Nef inh
CCc1ccccc1NC(=O)CSc1nc2c(c(-c3ccco3)c1C#N)CCCC2	-8	0.2	20	-16	-29	-11	9	-50	3
CCN(CC)CCn1c(=O)n(-c2ccc(Cl)cc2)c(=O)c2c3c(sc21)CN(C)CC3	-27	-0.2	0	-6	1	-2	-19	1	5
O=C(OCc1ccc(F)cc1)c1ccc2ccccc2n1	-10	1.1	7	-1	24	-2	-51	2	29
CCc1ccc(C(=O)CCC2CCCCC2=O)cc1 (stereo not given)	-2	0.0	1	1	-28	0	15	27	-5
O=C(C1COc2ccccc2O1)N1CCc2ccccc21 (stereo not given)	-5	2.4	-3	9	-50	13	4	-5[fluorescence artefact?]	1
OCCN1CCN(CCCc2c3c(cc4c2CCC4)CCC3)CC1	-8	-0.2	10	1[fluorescence artefact?]	-2	-4	22	27	9
Cc1cccc(N2CCN(C(=O)c3ccc(NC(=O)C4CCCO4)cc3)CC2C)c1 (stereo not given)	2	1.0	16	-2	-23	-3	-4	1	-17
Cc1ccc(-c2cn3nc(C)c(C)nc3n2)cc1	/	-0.6	/	1	i	-8	-10	-3	-4
COc1cccc(C2CC(c3c(Cl)cccc3Cl)n3nc(N)nc3N2)c1 (stereo not given)	-11	-1.0	9	7	6	-1	-7	0	8
CCn1c(Cn2nnc(-c3ccccc3)n2)nnc1SCC(=O)Nc1cccc(C(C)=O)c1	-1	0.8	7	-3	-1	0	-7	9	-1
Cn1c(Cn2c(=O)sc3ccccc32)nnc1SCC(=O)Nc1ccc(F)cc1	-1	0.2	8	0	17	1	19	-5	2
Cc1nc(NS(=O)(=O)c2ccccc2)sc1C(=O)N/N=C/c1ccccc1	-6	0.5	7	-6	11	-19	-34	-13	1
CCCCSC1=N/C(=C/c2ccsc2)C(=O)N1c1ccccc1	-63	0.5	11	-2	-2	6	47	7	7
COc1ccc(CCNC(=O)Cn2c(=O)oc3ccccc32)cc1OC	9	0.0	8	-8	-17	2	30	1[fluorescence artefact?]	2
O=C(COC(=O)CCc1ccccc1)Nc1cc(S(=O)(=O)N2CCOCC2)ccc1N1CCCC1	4	1.5	2	1	8	-5	3	-3	-22
Cc1nonc1NC(=O)CSc1ccc(-c2ccccc2)nn1	3	-0.4	8&8	1	-25	7	19&23	1	2
COc1ccc2c(c1)C1=NN(/C(C)=C/C(C)=O)C(c3cccc(F)c3)C1CC2 (stereo not given)	-17	0.8	4	17[fluorescence artefact?]	-34	-15	37	-9	7
Cc1cc(C)n(/C(=C/N(C)C)C(=O)c2ccccc2)n1	-3	4.3	1	2	-9	-16	21	-7	-8
Fc1ccccc1-c1nc(NCCCN2CCOCC2)c2ccccc2n1	/	/	9	0	-6	-4	-4	2[fluorescence artefact?]	4
CCOC(=O)C(NC=O)(NC(C)(C)C)C(=O)OCC	13	1.2	17	6	0	-4	1	17	1
NCCCC[C@@H]1NC(=O)[C@H](CCC(=O)O)NC(=O)c2cc([N+](=O)[O-])cc(I)c2OCC[C@@H](C(N)=O)NC1=O	1	4.0	5	7	-24	2	32	2	0
CCN1CCN(Cc2cc(=O)oc3ccc(Cl)cc23)CC1	2	0.4	2	-1	11	-5	14	-7	4

Just 14-3-3 Bad PPI and Rad51 HR inh, for some of the entries so far:
| SMILES | 14-3-3 Bad PPI | Rad51 HR inh |
| --- | --- | --- |
| Cc1cccc(N2CCN(C(=O)c3ccc(NC(=O)C4CCCO4)cc3)CC2C)c1 (stereo not given) | 1 | 2 |
| COc1cccc(C2CC(c3c(Cl)cccc3Cl)n3nc(N)nc3N2)c1 (stereo not given) | 0 | -11 |

Continued.
SMILES	Rad51 HR inh	L929 necroptosis	EP2 antag	eIF4E-4G inh	Calpain2 inh	Tb hexokinase	EP2 mod	14-3-3 Bad PPI	Hck-Nef inh
CCCCOc1ccc(C(=O)N/C(=C/C=C/c2ccccc2)C(=O)NCCCO)cc1	4	2.5	4	-7	-45	-40	9	-20[fluorescence artefact?]	3
CCOC(=O)c1ccccc1C(=O)N1CCOCCOCCOCC1	/	0.3	7	-4	-7	31	16	3	4
COc1cccc(N2CCCn3c2nc2c3c(=O)n(CCN3CCOCC3)c(=O)n2C)c1	-4	0.8	7	5	2	6	3	0	6
Cc1nn(C(C)C)c(C)c1[C@@H]1C[C@H]2CN(Cc3cccc(Cl)c3)C(=O)[C@]23CCCN13	-20	0.2	11	3	-10	-10	7	4	6
CC(C)(C)c1nnc(NC(=O)c2cccnc2)s1	23	2.0	4	-1	-19	-14	38	0	-8
O=C(O)/C=C/C(=O)Nc1ccc2c(c1)NC(=O)CO2	3	-0.1	1	2	8	-4	21	4	29
Cc1ccc(NC(=O)CCC(=O)c2cccs2)c(O)c1	31	0.9	3	-4	9	-7	9	-2	12
CCC(=O)NC1=C(NC(C)c2ccccc2)C(=O)c2ccccc2C1=O (stereo not given)	4	-0.3	7	1	20	-9	-22	16[fluorescence artefact?]	3
Cn1nnnc1SCC(=O)Nc1cc(C(F)(F)F)ccc1N1CCOCC1	-16	0.1	0	4	4	-4	6	-11	21
Cc1cc(/C=C(\C#N)C(N)=O)c(C)n1-c1ccc(N2CCOCC2)c([N+](=O)[O-])c1	6	0.3	5	6	31	-32	12	6	9
Cc1ccc(-c2cn(-c3ccccc3)c3[n+]2CCCS3)cc1	/	-0.8	12&10	-9&6[fluorescence artefact?]	-36&9	6&-1	4&3	-6&0	1&-9
CCOC(=O)C1CCN(c2ncnc3c2cnn3-c2ccc(OC)cc2)CC1	/	-0.8	/	5	5	-9	-1	1	-1
Nc1nc(SCC(=O)NCCN2CCOCC2)nc2sc3c(c12)CCC3	8	0.1	3	12	-5	1	-13	-11	4
COC(=O)c1ccc(CSCC(=O)Nc2ccccc2)cc1	/	-0.2	3	-3	9	9	-48	-3	9
COc1ccc(NS(=O)(=O)c2cc(NC(=O)c3cccs3)ccc2N2CCCC2)cc1	/	-0.5	13	0	-22	-6	-16	19	0
COc1ccc(/C=N/NC(N)=S)cc1OC(=O)c1ccccc1	4	0.0	8	3	-21	-19	52	-2	-17
CCC1Oc2ccccc2N(CC(=O)NCc2ccco2)C1=O (stereo not given)	0	3.1	5	-1	11	-1	4	-3	18
CC(=O)Nc1ccc(S(=O)(=O)N2CCN(CCCOc3ccccc3Cl)CC2)cc1	0	-0.8	6	-7[fluorescence artefact?]	18	1	-23	4	-1
O=C(C1=C[C@@H](c2ccccc2)C[C@@H](OCc2ccc(CO)cc2)O1)N1CCOCC1	-6	-1.5	3	-1	2	4	-38	-2	14
CCCCC12CN3CC(C)(CN(C1)C31C(=O)N(C)c3ccc(C)cc31)C2=O (stereo not given)	-22	-0.2	6	-2	-12	-4	16	-12	1
CONc1nc(NC(C)(C)C)nc(OCC#N)n1	-9	1.6	7	-3[fluorescence artefact?]	5	2	10	-11	1
COc1ccc(-c2oc(NC(C)=O)c(C#N)c2-c2ccc(OC)cc2)cc1	-3	-0.9	9	0	-109	-16	49	-19	0
CCOC(=O)N1CCN(C(=O)COc2ccc(Br)cc2)CC1	4	-0.3	14	1	-11	-1	0	-2	1
CCOc1cccc(-c2nn(-c3ccccc3)cc2/C=C(/C#N)C(=O)NCCCn2ccnc2)c1	-6	1.4	10	-2[fluorescence artefact?]	5	-5	19	-8[fluorescence artefact?]	5
CC(NC(=O)c1ccc(Cn2cc([N+](=O)[O-])cn2)cc1)c1ccccc1 (stereo not given)	6	3.0	11	6	6	-3	-60	-1[fluorescence artefact?]	2
O=C(CCc1nnc(-c2ccccc2)o1)NCc1c(F)cccc1F	10	1.0	6	2	14	0	-10	-4	18
Cc1ccc(C)c(NC(=O)Cn2nnc(C(=O)Nc3c(C)cccc3C)c2N)c1	/	0.2	/	2	19	21	0	2	1
O=C(N/N=C/c1ccc(OC(F)F)cc1)c1ccc(Br)cc1	/	0.4	12	0	-5	1	18	-4	2

Screening results from PubChem BioAssay.
